Mac1 fbg enh: increases human CD11b/CD18 adhesion to fibrinogen | P05107+P11215 | K562 CD11b/CD18 adhesion to fibrinogen, ATPlite luminescence | activation, % at 10 µM | 93,000 tested, 0.07% active;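 active means 10 µM primary screen giving 50% or more activity, confirmed by 40% or more on retest at that dose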; further: strong numbers were not always called active
ERa SRC1 pot: ER-alpha (human) coactivator binding potentiation; P03372; TR-FRET ERalpha-LBD/SRC-Cy5 coactivator binding, 2 h; 100 = basal binding, no effect; coactivator binding (% of control), % at 25.6 µM; 86,000 tested, 1.3% active; AID 639; in the data active means activity above about 200%;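 further: binding measured in presence of low estradiol as agonist stimulus; 0% = peptide alone without receptor and 100% = receptor with peptide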
Target sequence (P03372 whole entry, looked up, the tested form may be a part): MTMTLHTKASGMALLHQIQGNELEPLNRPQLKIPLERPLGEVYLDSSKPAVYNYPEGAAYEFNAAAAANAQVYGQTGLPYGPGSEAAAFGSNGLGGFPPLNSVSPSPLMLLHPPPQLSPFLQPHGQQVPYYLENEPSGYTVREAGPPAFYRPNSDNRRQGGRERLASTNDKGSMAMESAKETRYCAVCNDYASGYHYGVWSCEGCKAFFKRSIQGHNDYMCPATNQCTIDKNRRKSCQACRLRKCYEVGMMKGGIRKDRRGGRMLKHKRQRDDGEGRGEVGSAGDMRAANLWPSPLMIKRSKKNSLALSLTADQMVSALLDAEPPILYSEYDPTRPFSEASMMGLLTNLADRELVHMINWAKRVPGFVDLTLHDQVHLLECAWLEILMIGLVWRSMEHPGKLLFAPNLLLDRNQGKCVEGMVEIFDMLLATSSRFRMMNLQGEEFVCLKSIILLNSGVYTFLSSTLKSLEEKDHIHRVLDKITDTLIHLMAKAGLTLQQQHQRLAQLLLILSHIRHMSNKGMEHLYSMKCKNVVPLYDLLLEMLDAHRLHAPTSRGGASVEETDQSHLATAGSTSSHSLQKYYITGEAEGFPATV
FAK blocker: blocks human focal adhesion kinase activity; inhibition, %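 (tested at 7 µM)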; biochemical FAK kinase activity assay; 97,000 tested, 0.84% active; Q05397; in the data active means inhibition above about 19%;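 further: 0% = DMSO and 100% = reference compound high control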
Plk1 PBD FP: inhibitors of human Plk1 polo box domain binding. P53350. 97,000 tested, 0.13% active. Plk1 PBD phosphopeptide binding, fluorescence polarization. AID 693. inhibition, %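 (tested at about 20 µM)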; in the data active means inhibition above about 34%, passing the limit was not always enough
HIV Rev-RRE inh: HIV Rev-RRE protein-RNA interaction inhibition; inhibition, % at 8 µM; Rev peptide-RRE RNA binding, FRET; AID 704; P05866; 97,000 tested, 0.79% active;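 active means inhibition above the screen-wide mean plus 3 SD, cut at about 35% in these data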;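 further: 0% = median DMSO wells and 100% = median Neomycin B control wells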
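Test system – labelled RRE RNA duplex and labelled Rev peptide · Reagent – labelled Rev peptide · Doses – one concentration, 8 µM nominal · Incubation – 5 + 15 min at 25 °C · Signal – FRET fluorescence readout · Read-out basis – % inhibition of FRET ratio versus controls · Control set – DMSO wells as 0% and neomycin B wells as 100% inhibition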
ERa coact inh: blocks coactivator binding to human estrogen receptor alpha | 86,000 tested, 1.7% active | TR-FRET ER-alpha LBD / SRC-1 peptide, estradiol-bound | inhibition, % at 25.6 µM; in the data active means inhibition above about 50%;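 further: 0% = receptor plus peptide control and 100% = peptide only without receptor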
ERb coact inh: ER-beta (human) coactivator binding inhibition | TR-FRET ER-beta LBD / SRC1-Cy5 peptide binding; receptor agonist-loaded with 1 µM estradiol | Q92731 | AID 633 | 86,000 tested, 1.3% active | inhibition, % at 25.6 µM;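 active means compounds whose percent inhibition of the receptor-coactivator binding signal exceeds about 50% in the single-dose screen, limit read from the data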;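 further: 0% = receptor plus peptide wells without compound and 100% = peptide-only wells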
Target sequence (Q92731 whole entry, looked up, the tested form may be a part): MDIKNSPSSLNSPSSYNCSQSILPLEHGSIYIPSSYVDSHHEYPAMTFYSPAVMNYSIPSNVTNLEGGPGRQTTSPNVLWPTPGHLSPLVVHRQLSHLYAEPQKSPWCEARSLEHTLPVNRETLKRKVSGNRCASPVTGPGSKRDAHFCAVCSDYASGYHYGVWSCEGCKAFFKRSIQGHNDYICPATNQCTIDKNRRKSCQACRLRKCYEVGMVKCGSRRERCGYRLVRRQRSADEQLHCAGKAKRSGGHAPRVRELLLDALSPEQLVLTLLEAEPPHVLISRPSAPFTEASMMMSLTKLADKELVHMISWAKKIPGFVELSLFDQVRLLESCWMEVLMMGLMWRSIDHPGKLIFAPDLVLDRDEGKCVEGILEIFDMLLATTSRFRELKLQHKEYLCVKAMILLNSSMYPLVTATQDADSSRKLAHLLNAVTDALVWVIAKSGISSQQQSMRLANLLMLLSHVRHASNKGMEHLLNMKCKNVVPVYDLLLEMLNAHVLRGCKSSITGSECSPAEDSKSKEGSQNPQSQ
PLK1 kinase inh: PLK1 (human) kinase inhibition | P53350 | recombinant PLK1 kinase, TR-FRET peptide phosphorylation | inhibition, % at 10 µM | 97,000 tested, 0.53% active | AID 619;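 active means inhibition of 50% or more in the single-concentration screen; inactive means inhibition below 50%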;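 further: 0% = DMSO max control and 100% = H-89 dihydrochloride min control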
Mac1 fbg inh: blocks human CD11b/CD18 adhesion to fibrinogen | P05107+P11215 | K562 CD11b/CD18 adhesion to fibrinogen, ATPlite luminescence; Mn2+ added to activate the integrin | inhibition, % at 10 µM | 93,000 tested, 0.54% active | AID 1497;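 active means primary inhibition of 50% or more at 10 µM, then 40% or more on retest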; further: some results filed as inactive read as strong as hits
The depositor's hits bear a star; · = not tested or not shown; [ ] = another dose, or the depositor's remark. Not a hit list; any-hit rate near 4.7%.

Mac1 fbg enh,FAK blocker,ERb coact inh,Plk1 PBD FP,ERa coact inh,PLK1 kinase inh,ERa SRC1 pot,Mac1 fbg inh,HIV Rev-RRE inh,canonical_smiles
5.2,-5.2,-5.1,-18.3,0.7,-8.1,98.2,-3.5,4.6,c1ccc(CSc2nnc([C@@H]3CCCN3)o2)cc1
-2.4,-1.9,·,-4.8,·,-9.5,·,-12.4,6.4,C=CCNC(=O)/C(=C/c1ccco1)NC(=O)c1ccc(Br)o1
-1.5,0.2,-1.7[fluorescence artefact?],-0.2,2.0,-2.2,117.7,-10.7,6.5,Cc1ccc(-c2nc(C#N)c(N3CCCCC3)o2)cc1
·,3.2,7.0,-7.9,-3.0,1.6,92.4[fluorescence artefact?],·,7.2,CCOc1ccc(NS(=O)(=O)c2ccc3[nH]cc(C(=O)NCC4CCCO4)c(=O)c3c2)cc1 (stereo not drawn)
-5.9,0.8,0.3[fluorescence artefact?],-18.4,10.1[fluorescence artefact?],-4.1,102.6,-11.9,1.8,CS(=O)(=O)N(CC(=O)NCc1ccc2c(c1)OCO2)c1ccc(Cl)cc1
-1.5,6.1,-5.1[fluorescence artefact?],6.3,-7.2[fluorescence artefact?],-7.0,107.8[fluorescence artefact?],14.7,9.7,COc1cc(CNCCC2CCOC(C)(C)C2)ccc1O (stereo not drawn)
·,5.3,-2.4,-5.2,7.5,-7.0,114.1,·,11.8,Cc1cc(C#N)c(C)c(SCc2[nH]nc3c2C(c2ccccc2)C(C#N)=C(N)O3)n1 (stereo not drawn)
-3.1,0.4,-4.8,-16.1,0.6,7.1,131.6,-1.3,2.8,COC(=O)C(C)Sc1snnc1-c1ccccc1 (stereo not drawn)
·,0.4,-4.3,2.1,-7.6,-8.6,120.9,·,5.9,Cc1ccc(OCC(=O)n2nc(C)cc2C)c(Br)c1
1.3,-1.2,·,12.8,·,-4.6,·,-2.8,9.3,Cc1ccc(C(=O)c2ccc(C(F)(F)F)cc2)cc1
-3.4,·,1.2,·,15.1[fluorescence artefact?],·,72.8[fluorescence artefact?],0.3,·,c1coc(CNc2nc(N3CCCCC3)nc3ccccc23)c1
2.3,1.4,-3.0[fluorescence artefact?],-4.9,-5.5,-4.9,120.3,-3.4,1.1,O=C(C1CCN(S(=O)(=O)c2cccnc2)CC1)N1CCN(C2CCCC2)CC1
·,-0.1,·,-18.5,·,-15.8,·,·,6.3,Cn1c(=O)n(CC(=O)Nc2cccnc2)c2ccccc21
·,7.2,·,30.3,·,-1.6,·,·,-1.4,O=C(Nc1ncc2c(n1)-c1ccccc1CC2)c1ccc(F)cc1
-3.1,-0.5,-2.9,2.9,-11.7,-6.1,87.2,-8.0,6.2,CC(C)(C)Cc1nnc(NS(=O)(=O)Cc2ccccc2)s1
1.9,1.8,·,-21.5,·,-10.3,·,5.5,18.7,Cc1cccc(C)c1-n1nnnc1C1(Nc2ccccc2)CCCCC1
-5.3,2.7,-2.8,-4.8,-1.6,-11.9,97.0,2.7,3.0,COc1ccccc1N1CCN(C(c2ccc(Cl)cc2)c2nnnn2C(C)(C)C)CC1 (stereo not drawn)
-2.1,-1.2,-11.5,17.4,-7.0,-2.3,102.8,2.2,10.2,CCOC(=O)c1ccc(CSc2nnc(C)n2N)o1
3.6,1.9,·,8.7,·,-13.0,·,-1.4,11.9,COc1cc(CNCCN2CCOCC2)ccc1OCc1ccc(Cl)cc1Cl
7.7,-2.7,-6.9,-4.2,-5.6,-15.3,90.8,33.2,4.2,CN1C(=S)SC(/[N+]([O-])=C\c2ccc(Cl)cc2)C1(C)C (stereo not drawn)
4.2,-2.2,·,-1.2,·,-4.5,·,34.4,3.5,COc1cc(/C=C/C(=O)c2ccc(Cl)s2)cc(OC)c1O
58.0,2.1,43.5,-17.3,72.5*[fluorescence artefact?],1.6,129.1,0.2,16.2,O=c1[nH]c2cc3c(cc2cc1C(c1nnnn1Cc1ccccc1)N1CCN2CCCC2C1)OCCO3 (stereo not drawn)
0.2,-0.1,0.8,7.1,1.8,-4.5,109.9,-2.1,7.7,Cc1ccc(N2CN=c3s/c(=C\c4ccccn4)c(=O)n3C2)cc1
·,-0.1,-1.6[fluorescence artefact?],11.9,-1.6,-7.4,97.3,·,4.9,CSCCC(NS(=O)(=O)c1ccc(Cl)cc1)C(=O)OCC(=O)N1CCOCC1 (stereo not drawn)
-4.1,-2.9,-11.2[fluorescence artefact?],30.9,-7.0,-2.7,122.8,0.3,4.4,Cn1cccc1Cc1nnc(SCC(N)=O)n1-c1ccc(F)cc1

(listing goes on)
Mac1 fbg enh,FAK blocker,ERb coact inh,Plk1 PBD FP,ERa coact inh,PLK1 kinase inh,ERa SRC1 pot,Mac1 fbg inh,HIV Rev-RRE inh,canonical_smiles
·,-1.0,·,9.5,·,-12.9,·,·,19.2,O=C(CN1C(=O)c2cccc3cccc1c23)Nc1ccc(S(=O)(=O)N2CCOCC2)cc1
-2.7,-2.4,17.3,14.9,26.0,-12.6,100.1,-6.6,7.0,Nc1nnc(SCC(=O)NC2CCCCC2)n1-c1ccccc1
12.1,8.0,0.6,-9.5,-8.4,-12.4,97.2,4.0,8.9,CC(C)COC(=O)C(C#N)c1nc2ccccc2nc1N1CCN(Cc2ccccc2)CC1 (stereo not drawn)
-1.3,3.0,-5.0,-6.0,-10.2,-4.9,111.8,-8.1,3.1,Cc1cc2ncn(/N=C/c3cccnc3)c2cc1C
10.1,7.2,61.6*[fluorescence artefact?],-3.1,94.2*[fluorescence artefact?],-3.8,18.6[fluorescence artefact?],-9.0,2.6,CCOc1cc(N2CCOCC2)c(OCC)cc1NC(=O)COc1cccc2cccnc12
1.7,4.9,4.0[fluorescence artefact?],-11.6,5.8,6.2,93.7,6.4,4.1,Cc1cc(N/C=C/C(=O)c2cccc3ccccc23)no1
-3.1,3.5,-20.2[fluorescence artefact?],1.6,-11.9,-1.8,103.0,1.6,2.6,COc1ccc(C2c3c(ncn(CCN4CCOCC4)c3=N)Oc3ccc4ccccc4c32)cc1OC (stereo not drawn)
-3.6,-2.0,2.4[fluorescence artefact?],-18.8,5.5[fluorescence artefact?],7.9,116.5[fluorescence artefact?],-21.3,-0.2,CC1(C)CC(=O)C(/C=N/n2c(C(F)(F)F)nc3ccccc3c2=O)=C(O)C1
-2.8,0.1,-0.4,0.3,3.5,3.7,98.3,-2.7,-3.5,OC(CN1C2=NCCN2c2ccccc21)c1ccc2c(c1)OCO2 (stereo not drawn)
5.0,-4.5,6.4[fluorescence artefact?],-4.6,-2.9,-3.2,106.2,-9.4,3.9,Cc1ccc2c(c1)N(CC(=O)NCC1CCCO1)C(=O)C(C)O2 (stereo not drawn)
2.4,1.9,·,-8.8,·,-4.3,·,3.5,-1.7,O=C(c1cccc(C(=O)N2CCN(c3ccccc3)CC2)c1)N1CCN(c2ccccc2)CC1
-8.6,-1.3,-5.2,-11.1,4.5,-9.6,123.2,-4.7,4.7,O=C(NCc1nc(-c2ccccc2)no1)c1ccc(Br)o1
-2.6,-2.3,14.0,-17.2,5.0,-1.3,81.1[fluorescence artefact?],-2.1,6.1,O=c1c2c3c(sc2ncn1/N=C/c1ccco1)CCCC3
-2.4,0.7,2.4,2.5,-4.2,-4.0,104.0,3.3,1.0,CC1CCCCN1C(=O)CSc1nnc(-c2ccco2)n1CC1CCCO1 (stereo not drawn)
-0.5,·,-2.5,·,-4.3,·,111.1,-18.4,·,N#CCCN1CCN(S(=O)(=O)c2ccc(S(=O)(=O)N3CCCC3)cc2)CC1
0.6,·,-4.1,·,-4.8,·,115.7,-6.0,·,COc1ccc(C(=O)NCCn2ccc3ccccc32)cc1OC
-0.5,5.6,·,-10.3,·,-1.8,·,4.2,2.7,C(=C\CSc1nnnn1-c1ccccc1)/CSc1nnnn1-c1ccccc1
-3.2,·,2.6,·,-0.2,·,103.2,1.7,·,CC1CCN(c2ccc(C(=O)NCCc3ccccc3)cn2)CC1
-0.1,0.8,-12.0,18.1,-6.9,-13.3,119.4,·,5.6,N#CCCSCc1ccc(OCC(=O)O)cc1
1.0,-1.3,0.1,-1.6,4.5,1.6,124.6,-3.7,6.1,CCCC(C)C(=O)Nc1cccc(NC(C)=O)c1 (stereo not drawn)
-3.8,-2.4,2.5,28.9,-8.2,-12.9,127.6,8.3,6.0,O=C(O)C1CC(=O)n2c(nc3ccccc32)S1 (stereo not drawn)
-3.3,3.0,16.4[fluorescence artefact?],-11.7,-2.9,-20.1,86.6[fluorescence artefact?],-0.7,1.5,CCSc1nnc(Nc2ccccc2)s1
·,-6.3,1.3[fluorescence artefact?],12.2,2.0,-5.0,99.5,·,11.1,COC(=O)CSc1nc(C)cc(C(F)(F)F)c1C#N
3.8,-0.1,-2.4,-6.1,-1.4[fluorescence artefact?],-4.2,122.1,17.2,2.2,CCC(=O)N1CCN(c2ccccc2NC(=O)Cc2ccccc2)CC1
·,5.2,·,-14.0,·,-15.9,·,·,3.9,C=CCN(CC=C)S(=O)(=O)c1ccc(NC(=S)NC(=O)Cc2ccc(OC)cc2)cc1

(cont.)
Mac1 fbg enh,FAK blocker,ERb coact inh,Plk1 PBD FP,ERa coact inh,PLK1 kinase inh,ERa SRC1 pot,Mac1 fbg inh,HIV Rev-RRE inh,canonical_smiles
-1.5,-1.6,-11.9[fluorescence artefact?],4.6,-2.9,-10.1,143.8,12.1,-3.8,COCCN(C(=O)c1csnn1)C(C(=O)NC1CCCCC1)c1sccc1C (stereo not drawn)
-0.1,·,-16.2,·,-6.4[fluorescence artefact?],·,118.5[fluorescence artefact?],13.1,·,CCOC(=O)Cc1c(C)nc2c(-c3ccc(Cl)cc3)c[nH]n2c1=O
·,-1.1,10.8,11.8,16.1,-0.3,97.4,·,6.1,CCOc1cc(C)c(Cl)cc1S(=O)(=O)N(C)C
-0.2,0.4,11.4,-0.5,-7.2,2.9,112.4[fluorescence artefact?],-14.6,7.3,CCCC(c1nnnn1C1CCCC1)N1CCN(c2ccccc2F)CC1 (stereo not drawn)
-2.7,0.1,-3.8,10.8,3.0[fluorescence artefact?],-9.3,100.9[fluorescence artefact?],-5.5,3.4,CC12CCC(c3c(C(=O)O)nn(-c4ccccc4)c31)C2(C)C (stereo not drawn)
·,1.4,·,20.8,·,-12.4,·,·,3.0,CCN(CC)S(=O)(=O)c1cc(-c2nn(C)c(=O)c3ccccc23)ccc1C
0.8,0.6,4.7,-18.6,0.0,-4.4,85.8,11.7,1.4,COCCCn1c(Cc2ccccc2)nnc1SCC(=O)N1CCCCC1
8.8,7.8,3.9,35.6,0.0,9.4,110.8[fluorescence artefact?],15.0,5.6,Cc1occc1-c1nnc(SCC(=O)NC(C)(C)C)n1C(C)c1ccccc1 (stereo not drawn)
-3.3,-1.3,10.0,-14.2,-7.0,-9.7,106.5,-3.8,9.8,COCc1n[nH]c(=S)n1-c1ccccc1
-3.0,0.6,8.5,-24.3,4.5,-8.0,84.1,-11.2,5.7,O=C(CSc1nnc(-c2ccncc2)o1)Oc1ccccc1

Sorted by value in Plk1 PBD FP (high to low): three from the list above.
Mac1 fbg enh,FAK blocker,ERb coact inh,Plk1 PBD FP,ERa coact inh,PLK1 kinase inh,ERa SRC1 pot,Mac1 fbg inh,HIV Rev-RRE inh,canonical_smiles
-4.1,-2.9,-11.2[fluorescence artefact?],30.9,-7.0,-2.7,122.8,0.3,4.4,Cn1cccc1Cc1nnc(SCC(N)=O)n1-c1ccc(F)cc1
-3.8,-2.4,2.5,28.9,-8.2,-12.9,127.6,8.3,6.0,O=C(O)C1CC(=O)n2c(nc3ccccc32)S1 (stereo not drawn)
-2.7,-2.4,17.3,14.9,26.0,-12.6,100.1,-6.6,7.0,Nc1nnc(SCC(=O)NC2CCCCC2)n1-c1ccccc1

Bioassay records: PubChem BioAssay, several laboratories
